RNase H inhibition: RNase H inhibition, HIV 1 Gag Pol polyprotein, FRET biochemical assay, screening (AID 372) | HIV-1 RT RNase H, FRET RNA/DNA substrate fluorescence; higher % means a stronger effect | 0.77% of 100,000 active | inhibition, % at 10 µM, or IC50 in µM where a hit was titrated; in the data active = inhibition above about 50%
The depositor's hits bear a star; & = joins results of further samples. The list is partial, so the mix of outcomes need not match the whole.

smiles | RNase H inhibition
CCN(CC)C(=O)c1c(-c2ccccc2)noc1C | 8%
C=CCOC(=O)C1CC=CCC1C(=O)Nc1cccc2ccccc12 (stereo unspecified) | 14%
O=C(N/N=C/c1ccccc1Cl)c1cc(Br)ccc1O | 0%
Cc1cccc(C(=O)Nc2cc(-c3nc4ncccc4o3)ccc2C)c1 | 7%
C=CCSC1=C(C#N)C(c2cccc(O)c2)CC(=O)N1 (stereo unspecified) | 0%
CCOC(=O)C1=C(C)N=c2s/c(=C/c3ccc(-c4ccc(Br)cc4)o3)c(=O)n2C1c1cccs1 (stereo unspecified) | 7%
CC(Nc1c(C(=O)Nc2ccc(Cl)cc2)cc([N+](=O)[O-])cc1[N+](=O)[O-])c1ccccc1 (stereo unspecified) | 0%
Cc1sc(NC(=O)/C=C/c2ccc(C(C)(C)C)cc2)c(C(N)=O)c1C | 9%
O=C(Nc1ccccc1O)c1ccc(Cl)c(S(=O)(=O)N2CCOCC2)c1 | 4%
CCOc1ccc(C(=O)Nc2ccc3oc(-c4cccc(C)c4)nc3c2)cc1[N+](=O)[O-] | 37%
Cc1ccc(OCC(=O)N/N=C\c2cc(Br)cc(Cl)c2O)cc1 | 2%
Oc1cccc(C=Nc2ccccc2O)c1 | 2%

Quoted at random: two records from the list.
smiles | RNase H inhibition
Cc1ccc(OCC(=O)N/N=C\c2cc(Br)cc(Cl)c2O)cc1 | 2%
C=CCSC1=C(C#N)C(c2cccc(O)c2)CC(=O)N1 (stereo unspecified) | 0%

(continued)
smiles | RNase H inhibition
CC(C)CCOc1ccccc1C(=O)NCCC(=O)O | 0%
Cc1nc(C(F)(F)F)nc(Nc2ccc(Br)cc2)c1C#N | 0%
O=C(Nc1sc2c(c1C(=O)Nc1ccccc1)CCCCC2)c1ccccc1Cl | 13%
O=C(NC1CCCCCC1)C1CCN(CCCc2ccccc2)CC1 | 5%
CCOC(=O)C1=C(C)N=c2s/c(=C\c3cc(Cl)cc(Cl)c3O)c(=O)n2C1c1cc(OC)ccc1OC (stereo unspecified) | 11%
CC(=O)N(CCC(c1ccccc1)C1CCOC(C)(C)C1)Cc1ccccc1 (stereo unspecified) | 20%
CCOC(=O)c1c(NC(=O)c2ccccc2OC)sc(C(=O)Nc2ccc(C)cc2C)c1C | 47%
COc1ccc(/C=C/C(=O)Nc2ccc(I)cc2)cc1OC | 16%
COc1ccc(-c2csc(Nc3ccc(C)c(C)c3)n2)cc1F | 20%
Cc1c(NC(=O)c2ccc(S(=O)(=O)N3CC(C)OC(C)C3)cc2)c(=O)n(-c2ccccc2)n1C (stereo unspecified) | 3%
Cc1cc([N+](=O)[O-])ccc1NCc1ccccn1 | 0%
C[C@@H]1O[C@H](Nc2ccc(C(=O)O)cc2)[C@H](O)[C@H](O)[C@H]1O | 0%
Cc1cc(=O)c2c(C)nc(-c3ccccc3)nc2[nH]1 | 9%
C=CCc1ccc(OCCOc2ccccc2/C=C2\SC(=O)NC2=O)c(OC)c1 | 19%
O=C(Cc1cccs1)Nc1cc(Cl)cc(Cl)c1 | 5%
COc1cccc(/C=N/Nc2ccc3ccccc3n2)c1OC | 16%
Cc1ccc(S(=O)(=O)N2CCN(C(=O)c3ccc([N+](=O)[O-])cc3)CC2)cc1 | 10%
CCOc1ccc(N(CC(=O)Nc2ccc(Br)cc2)S(=O)(=O)c2ccc(SC)cc2)cc1 | 0%
CCc1ccccc1N1C(=O)/C(=C/c2ccc(OC)c(Cl)c2)C(=O)NC1=S | 17%
COC(=O)C1=C(C)N(C)C(C)=C(C(=O)OC)C1c1cccc(Cl)c1 | 34%
CCSCCOC(=O)C1=C(C)NC2=C(C(=O)CCC2)C1c1ccc(OC)c(Br)c1 (stereo unspecified) | 5%
CCOC(=O)c1ccc(N=Cc2ccc(Cl)c([N+](=O)[O-])c2)cc1 | 3%
CCCC1CCC(C2CCC(C(N)=O)CC2)CC1 (stereo unspecified) | 12%
O=C(Nc1ccc(N2CCOCC2)cc1)c1cccc2ccccc12 | 15%
COc1ccc(N(CC(=O)Nc2ccc3ccccc3c2)S(C)(=O)=O)cc1 | 10%
CCOP(=O)(OCC)C(OC(N)=O)c1ccc(Cl)cc1Cl (stereo unspecified) | 0%
Cc1ccc(C(=O)N/C(=C\c2ccc(Br)cc2)c2nc(=S)[nH][nH]2)cc1 | 11%
Cc1cc(C)nc(/N=C(/N)Nc2ccc(S(=O)(=O)Nc3nccc(C)n3)cc2)n1 | 1%
O=C(CSc1nnc(-c2cccs2)n1-c1ccccc1)c1ccccc1 | 11%
Cc1ccc(-c2nnc(SCC(=O)OC(C)C)o2)cc1 | 6%
C=C(C)CSc1nc2c(c(=O)n1Cc1ccc(OC)cc1)C1(CCCCC1)Cc1ccccc1-2 | 13%
CC1(C)CC(=O)C2=C(C1)Nc1ccccc1NC2c1c(F)cccc1Cl (stereo unspecified) | 13%
CCOC(=O)c1c(NC(=O)c2ccco2)sc(C(=O)Nc2cc(C(F)(F)F)ccc2Cl)c1C | 0%
COc1cccc(Nc2c([N+](=O)[O-])c(=O)n(C)c3ccccc23)c1 | 4%
Cc1ccccc1N1C(=O)/C(=C/c2ccc(I)o2)C(=O)NC1=S | 18%
O=C(/C=C/Nc1ccccc1NS(=O)(=O)c1ccc([N+](=O)[O-])cc1)c1ccc2c(c1)OCO2 | 19%

7 entries from above, arranged by molar mass, smallest number first.
smiles | RNase H inhibition
CCCC1CCC(C2CCC(C(N)=O)CC2)CC1 (stereo unspecified) | 12%
O=C(Nc1ccc(N2CCOCC2)cc1)c1cccc2ccccc12 | 15%
COC(=O)C1=C(C)N(C)C(C)=C(C(=O)OC)C1c1cccc(Cl)c1 | 34%
Cc1ccc(S(=O)(=O)N2CCN(C(=O)c3ccc([N+](=O)[O-])cc3)CC2)cc1 | 10%
CCc1ccccc1N1C(=O)/C(=C/c2ccc(OC)c(Cl)c2)C(=O)NC1=S | 17%
COc1ccc(/C=C/C(=O)Nc2ccc(I)cc2)cc1OC | 16%
CCOC(=O)c1c(NC(=O)c2ccccc2OC)sc(C(=O)Nc2ccc(C)cc2C)c1C | 47%

Next records.
smiles | RNase H inhibition
Cc1ccc(C(=O)N2CCN(C(=O)CN3CCCC3)C2)cc1 | 7%
CCN(CC)CCNC(=O)C12CC3CC(CC(C3)C1)C2 | 3%
Cc1cccc(N2C(=O)/C(=C/c3ccc(OC(C)C(=O)O)cc3)C(=O)NC2=S)c1C (stereo unspecified) | 12%
N/C(Cc1ccc(Cl)cc1)=N\OC(=O)Cc1ccc([N+](=O)[O-])cc1 | 5%
Cc1ccc(S(=O)(=O)Nc2cc(-c3cccc(C)c3)[nH]n2)cc1 | 10%
Cc1ccc(-n2nc3ccc(NC(=O)c4cc5ccccc5o4)cc3n2)cc1C | 9%
CCOC(=O)c1ccc(NC(=O)c2sc(NC(=O)c3ccc([N+](=O)[O-])cc3)c(C(=O)OCC)c2C)cc1 | 5%
Cc1ccc(/C=N/NC(=O)/C(=C/c2ccc(N(C)C)cc2)NC(=O)c2ccccc2)c(O)c1 | 6%
O=C(O)c1cccc(C(=O)Cc2ccccc2)c1 | 3%
O=C1C(=O)N(c2ccccn2)C(c2ccccc2F)/C1=C(/O)c1ccc([N+](=O)[O-])cc1 (stereo unspecified) | 0%
CC(/C=C/c1ccco1)=N\NC(=O)COc1ccccc1[N+](=O)[O-] | 13%
Cc1ccc(-c2nc3ncccc3o2)cc1NC(=O)c1ccccc1 | 5%
O=S(=O)(Nc1cccc(-c2cn3ccccc3n2)c1)c1ccc(Cl)cc1 | 14%
CC(=O)Oc1ccccc1/C=C1\CCOC1=O | 6%
CCC1CCc2c(sc(N)c2C(=O)OC(C)C)C1 (stereo unspecified) | 24%
O=C(Nc1ccc(Cl)c(N2C(=O)C=CC2=O)c1)c1ccc2ccccc2c1O | 22%
COc1ccc(NC(=O)c2cc([N+](=O)[O-])ccc2Cl)cc1OC | 6%
C=CCNCc1cccn1-c1ccccc1 | 8%
CC(=O)Nc1cc(-c2nc3cc(C)c(C)cc3o2)ccc1Cl | 2%
COc1ccc(NC(=O)COc2cccc(C)c2)c(OC)c1 | 4%
COc1ccc(NC(=O)CCCc2ccccc2)cc1Cl | 0%
CCN1C(=O)/C(=C\c2cccnc2)SC1=S | 11%
O=C(CCc1ccccc1)Nc1nc(-c2cccc3ccccc23)cs1 | 33%
COc1ccc(OC)c(NC(=O)c2ccc([N+](=O)[O-])cc2)c1 | 8%

Reprinted from the listing (three entries):
smiles | RNase H inhibition
CCN1C(=O)/C(=C\c2cccnc2)SC1=S | 11%
O=C(CCc1ccccc1)Nc1nc(-c2cccc3ccccc23)cs1 | 33%
COc1ccc(OC)c(NC(=O)c2ccc([N+](=O)[O-])cc2)c1 | 8%

The listing continues:
SMILES,RNase H inhibition
CCSc1nnc(NC(=O)COc2ccccc2)s1,1%
O=S(=O)(Nc1ccc(Br)cc1)c1ccc(C2CCCCC2)cc1,17%
Cc1cc2nc(Nc3nc(O)cc(=O)[nH]3)nc(C)c2cc1C,17%
CC(C)CCCN=Cc1c(O)[nH]c(=S)[nH]c1=O,7%
COc1ccc(C(=O)NC(=S)Nc2cccc(-c3nc4cc(Cl)ccc4o3)c2)cc1[N+](=O)[O-],23%
COc1cc(/C=C2\C(=O)NC(=O)N(c3cc(C)cc(C)c3)C2=O)cc(Cl)c1OC,5%
N#CCCN(CC(=O)O)S(=O)(=O)c1ccccc1,5%
CCc1ccccc1NC(=O)/C=C/c1ccc(C(C)C)cc1,3%
O=C1OC(c2ccc(Cl)cc2)=C/C1=C\c1ccc(I)o1,5%
CC(=O)C1C(=O)c2cc([N+](=O)[O-])ccc2C1=Nc1ccccc1C (stereo unspecified),14%
Cc1ccc(OCC(=O)Nc2ccc(Cl)c(C(F)(F)F)c2)cc1C,6%
CC1=NN(c2cccc(C(=O)O)c2)C(=O)/C1=C\c1ccc(N(C)C)cc1,18%
CSc1ccc(/C=N\NC(=O)c2cnccn2)cc1,10%
N#Cc1c(-c2ccc([N+](=O)[O-])cc2)c2c([nH]c1=S)CCCC2,8%
COc1ccc(Br)cc1/C=C/C(=O)Nc1cccc(-c2nc3ccccc3o2)c1,9%
Clc1cccc(Cl)c1/C=N\Nc1nccs1,39%
CCOc1ccc(Nc2cc(C)c3ccccc3n2)cc1,25%
Cn1c(/C=C/c2ccc(Br)cc2)nc2ccccc2c1=O,7%
C/C(=N\Nc1ncc(Br)cn1)c1ccc(I)cc1,2%
O=C(CSc1ncc(-c2ccccc2)[nH]1)Nc1ccc(Br)cc1,17%
C=CCN1C(=O)/C(=C\c2ccc(Oc3ccc([N+](=O)[O-])cc3[N+](=O)[O-])cc2)SC1=S,0%
O=C(O)C1C2CCC(C2)C1C(=O)Nc1nc(-c2ccc(Br)cc2)cs1 (stereo unspecified),5%
CC1CCOC2(CCC(C(C)(C)C)CC2)O1 (stereo unspecified),17%
COc1ccc(COC(=O)C2=C(C)NC3=C(C(=O)CCC3)C2c2coc3ccccc3c2=O)cc1 (stereo unspecified),7%
Oc1cccc(C=Nc2ccc(Br)cc2)c1O,19%
Cc1cc([N+](=O)[O-])ccc1NC(=O)c1cc(Br)ccc1Cl,19%
COc1ccc(C2C(C(=O)OCCc3ccccc3)=C(C)NC3=C2C(=O)CCC3)cc1OC (stereo unspecified),3%
COc1ccc(C)cc1NC(=O)c1c(Cl)cccc1Cl,5%
Cc1ccn2c(-c3csc(Nc4ncccn4)n3)c(C)nc2c1,0%
O=C1NCC(c2ccccc2)C1C(=O)N/N=C\c1cc([N+](=O)[O-])cc(Br)c1O (stereo unspecified),1%
COc1cc(NC(=O)C(F)(F)F)c(Cl)cc1NC(=O)c1ccccc1,0%
COc1cc(C)ccc1OCCOCCOc1ccc(Br)cc1,21%
C=CCNC(=O)/C(=C/c1cn(-c2ccccc2)nc1-c1cccc([N+](=O)[O-])c1)NC(=O)c1ccccc1,0%
CCOc1ccc(C=Nc2ccc(Oc3ccccc3)cc2)cc1,2%
O=c1nc(/C=C/c2ccc(-c3ccccc3[N+](=O)[O-])o2)cc(C(F)(F)F)[nH]1,29%&33%
O=C(CSc1nnnn1-c1ccccc1)CSc1nnnn1-c1ccccc1,7%
CCn1ccnc1C(O)(c1ccccc1)c1ccccc1,0%
O=C(c1cccc([N+](=O)[O-])c1)c1ccc2c(c1)C(=O)N(c1ccccn1)C2=O,6%
CCCOc1ccc(N2C(=O)C3C4C=CC(C4=C(C)C)C3C2=O)cc1 (stereo unspecified),0%
Nc1ccc(Oc2ccc(N)c(N)c2)cc1,19%
COc1ccc(OCCCCOc2ccc([N+](=O)[O-])cc2)cc1,22%
CC1=C(C(=O)OC2CCCCC2)C(c2cccc(F)c2)C2=C(CC(c3ccccc3)CC2=O)N1 (stereo unspecified),10%
CCOC(=O)C1=C(C)N(CCOC)C(=O)/C1=C\c1ccc(O)c(OCC)c1,15%
Cc1c(C(=O)Nc2ccc3c(c2)oc2ccccc23)oc2ccccc12,14%
CCOCCOCCN1C(=O)c2ccccc2C1=O,0%
COc1ccc(C2C(=O)c3ccccc3C2=Nc2ccc(S(=O)(=O)Nc3ccccn3)cc2)cc1 (stereo unspecified),16%
O=C(NCc1ccccc1)C(=O)Nc1ccccc1F,28%
O=C(NCc1ccco1)c1ccccc1[N+](=O)[O-],2%
COc1ccc(C(=O)Nc2c(C)cc(C)cc2C)cc1[N+](=O)[O-],3%
CN1CCN(c2c([N+](=O)[O-])c(=O)n(C)c3ccccc23)CC1,10%
CC(=O)c1cccc(NC(=O)CSc2ncccn2)c1,1%
O=c1/c(=C/c2ccccc2Cl)sc2nnc(-c3ccccc3Cl)n12,0%
CCOc1cc(OCC)cc(C(=O)Nc2cccc(C(F)(F)F)c2)c1,49%
Cc1ccc(Sc2c(C)nn(C(=O)c3cccnc3)c2C)cc1,3%
COc1ccccc1CN1CCN(C(=O)c2ccccc2F)CC1,4%

Screening data (PubChem BioAssay)
